From PubChem
RTF Ca sens act = cardiac RTF calcium sensitization; hit rate 0.24% among 340,000; activation, % at 7.2 µM; IANBD-labeled TnC RTF fluorescence at EC20 calcium; 0% EC20 calcium, 100% full calcium; AID 493008; P19429+P45379;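 active means activation above the mean over all tested compounds plus 3 SD, cut at about 30% in these data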;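 further: rise in fluorescence read as greater calcium sensitivity of cardiac thin filaments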
Cardiac RTF inh = cardiac RTF calcium desensitization | inhibition, % at 7.15 µM | IANBD-labeled cardiac RTF, Ca2+ fluorescence | P19429+P45379 | AID 493244 | hit rate 0.12% among 340,000;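 active means inhibition above the mean inhibition of all tested compounds plus 3 SD, cut at about 17% in these data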;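 further: assay run at fixed EC70 calcium of 1.6 mM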
Arrestin-AP2 inh = human beta-arrestin and AP2 interaction inhibition. FITC-arrestin peptide / GST-AP2 beads, flow cytometry; AP2 beta2 appendage carries R879A mutation. inhibition, % at 10 µM. hit rate 0.31% among 340,000. AID 504490;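 active means inhibition above a set limit, near 3 SD of compounds lacking own fluorescence, cut at about 54% in these data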;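 further: plate controls were DMSO wells for no effect and 5 µM unlabelled arrestin peptide for full effect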
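Test system: GST-tagged AP2 beta2-adaptin appendage (R879A) on 4 µm glutathione beads; also added: fluorescein-tagged arrestin peptide at 50 nM final; timing: 12 min plus 1 h, RT; signal: flow cytometry, FL1 (488/535 nm); read-out: percent drop in bead-associated FITC signal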
OPRM1-OPRD1 ag = agonists of human mu-delta opioid receptor heterodimerization. activation, % at 9.3 µM. cells, OPRM1-OPRD1 heterodimerization, luminescence. hit rate 0.3% among 340,000. P35372+P41143; in the data active means activation above about 18%;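 further: 0% = vehicle-treated cells and 100% = reference agonist; values of inactives mirror those of a sister screen read the other way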
Target sequence (P35372 whole entry, looked up): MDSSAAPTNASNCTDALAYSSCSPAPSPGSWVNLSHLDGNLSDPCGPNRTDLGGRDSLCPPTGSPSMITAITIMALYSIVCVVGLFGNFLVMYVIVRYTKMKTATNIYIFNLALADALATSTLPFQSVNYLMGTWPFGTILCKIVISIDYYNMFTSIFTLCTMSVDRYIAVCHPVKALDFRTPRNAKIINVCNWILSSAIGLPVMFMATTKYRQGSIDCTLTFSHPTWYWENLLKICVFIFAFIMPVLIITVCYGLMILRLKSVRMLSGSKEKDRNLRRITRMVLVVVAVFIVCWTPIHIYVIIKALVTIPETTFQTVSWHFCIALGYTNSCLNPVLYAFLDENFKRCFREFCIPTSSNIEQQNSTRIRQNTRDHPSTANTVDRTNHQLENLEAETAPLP
Target sequence (P41143 whole entry, looked up): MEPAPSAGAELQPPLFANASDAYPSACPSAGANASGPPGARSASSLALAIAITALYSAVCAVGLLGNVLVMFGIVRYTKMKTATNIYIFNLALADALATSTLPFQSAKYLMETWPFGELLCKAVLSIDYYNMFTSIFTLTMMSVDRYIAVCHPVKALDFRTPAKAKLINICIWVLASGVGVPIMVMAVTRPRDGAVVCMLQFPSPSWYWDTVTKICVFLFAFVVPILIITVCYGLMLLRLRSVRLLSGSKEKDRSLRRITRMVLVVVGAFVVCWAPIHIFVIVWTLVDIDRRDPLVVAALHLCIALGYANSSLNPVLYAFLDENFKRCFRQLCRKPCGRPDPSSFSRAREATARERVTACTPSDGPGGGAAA
V-ATPase pH = yeast V-ATPase proton transport regulation by pHLuorin; S. cerevisiae, pHLuorin cytosolic pH fluorescence; hit rate 0.37% among 350,000; AID 504577; response, % at 10 µM; in the data active means response mostly above about 7.3%, no sharp cut-off; inactive means mostly below about 5.4%; further: actives read high; inactives centre near 0; some compounds called inactive have numbers as strong as hits; reference of the scale not given here
Pemphigus Ab inh = human desmoglein-3 autoantibody binding inhibition | P32926 | DSG3-coupled beads, scFv-anti-DSG3-GFP binding, flow cytometry; active compounds read low | binding (percent of control), % at 10 µM | hit rate 0.48% among 310,000;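 active means binding more than 3 SD below its plate's average and above zero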;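 further: hits lower antibody fragment binding to DSG3; some compounds called inactive have numbers as strong as hits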
OPRM1-OPRD1 inv = inverse agonist of human OPRM1-OPRD1 heterodimerization; inhibition, % at 9.3 µM; AID 504357; hit rate 0.21% among 340,000; cell-based MOR-DOR heterodimer luminescence, inverse agonism; P35372+P41143; in the data active means inhibition above about 22%, passing the limit was not always enough;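 further: 0% = cells with DMSO and 100% = wells without cells with DMSO; values of inactives mirror those of a sister screen read the other way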
Keap1-Nrf2 PPI = inhibitors of human Keap1-Nrf2 protein-protein interaction. Q14145. Keap1 Kelch-Nrf2 peptide fluorescence polarization, 1536-well. inhibition, % at 9.4 µM. hit rate 0.15% among 340,000; in the data active means inhibition above about 12%;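 further: human Keap1 Kelch domain with fluorescein labeled Nrf2 9mer peptide probe; 0% = neutral control wells and 100% = peptide positive control; higher means more block of Keap1 binding to Nrf2 peptide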
LANA DNA inh = blocks KSHV LANA C-terminal domain binding to DNA; MBP-C-LANA/FAM-LBS DNA binding, fluorescence polarization; inhibition, % at 9 µM; hit rate 0.078% among 340,000; AID 504423;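 active means highest replicate inhibition at or above 60% at 9 µM, even if other replicates fall short; inactive means all replicates below 60% inhibition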;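 further: 0% = neutral control wells and 100% = 4 µM acridine orange control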
Wnt act = activates Wnt/beta-catenin signaling in a reporter cell assay | activator, plate reader | activation, % at 9.35 µM | hit rate 1.2% among 300,000 | AID 743398; in the data active means activation above about 30%, passing the limit was not always enough;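 further: 0% = neutral control wells and 100% = positive control wells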
An asterisk follows results filed as active; . = no result given; & = joins results of further samples. A portion of the library, so the mix of outcomes need not match the whole.

Molecule	RTF Ca sens act	Cardiac RTF inh	Arrestin-AP2 inh	OPRM1-OPRD1 ag	V-ATPase pH	Pemphigus Ab inh	OPRM1-OPRD1 inv	Keap1-Nrf2 PPI	LANA DNA inh	Wnt act
CC(C)N(CC(O)c1cccc([N+](=O)[O-])c1)C(C)C (stereo unspecified)	-3	-6	-4	-2.2	4	95	11	0	0.8	.
COc1cc(OC)c2c(c1)O[C@@H](c1ccc(OC)c(OC)c1)[C@H](O)C2	-5	-3	-7	-1.6	-2	113	8	3	-1.0	1
COc1ccc(CN2CCCC(C(=O)c3ccccc3SC)C2)cc1O (stereo unspecified)	4	2	20	-0.9	2	102	5	1	-0.1	-1
Cc1ccsc1C(=O)C1CCCN(Cc2cnn(C)c2)C1 (stereo unspecified)	-2	-6	3	3.0	0	92	-19	8	-0.7	-8
CN1Cc2cnnn2-c2ccccc2C1c1ccccc1 (stereo unspecified)	-6	-2	2	-3.2	-1	94	15	-2	1.3	-5
C=C(C)C1(CCCC)C(=O)NC(=S)NC1=O	-2	-6	-6	-2.8	0	102	12	-1	-0.3	-1
CC(=O)O[C@@H]1CC[C@]2(C)C3CC[C@@]4(C)C(C[C@@H](O)[C@@H]4O)C3[C@@H](OC(C)=O)C[C@H]2C1 (stereo partly specified)	-1	-7	-2	-2.0	7	94	10	-3	-1.0	-2
COc1cccc(C2CCN(CC(=O)Nc3cc(Cl)ccc3OC)CC2O)c1 (stereo unspecified)	1	-8	6	-0.2	-1	100	1	-7	0.9	-1
C/C=C/c1ccc2c(c1)OCO2	1	-2	11	-2.2	-3	100	12	2	-1.3	3
CN(C)c1cccc2c(C#N)ccc(N(C)C)c12	.	.	-1	.	-1	.	.	2	-0.1	-2
O=C(Nc1ccc(F)cc1)N1CC2CC(C1)c1cccc(=O)n1C2 (stereo unspecified)	10	7	21	-0.8	3	105	5	3	-0.6	-1
CCNc1nc(Cl)nc(NC(C)C)n1	-3	0	7	-2.4	1	98	14	-3	-0.5	7
O=C1NC(=S)N(c2ccc(F)cc2)C(=O)/C1=C/c1ccccc1O	-1	-5	-19	0.9	2	92	-5	2	-1.0	-2
Cc1cc(C)c(S(=O)(=O)NCC2CCC(C(=O)N3CCC4(CC3)OCCO4)CC2)c(C)c1 (stereo unspecified)	-3	-2	10	-3.5	4	94	20	2	-0.6	-3
Clc1ccc(OCC#CCN2CCOCC2)cc1	0	2	-19	0.4	7	104	-2	1	-1.0	1
c1ccc(CCn2nnnc2CN2CCC(n3nnc4ccccc43)CC2)cc1	2	-3	-4	.	7	108	.	-7	0.5	-4
CN(C)C(=O)Oc1cc(OC(=O)N(C)C)cc(C(O)CNC(C)(C)C)c1 (stereo unspecified)	2&6	-1&2	-3&-1	-1.0&-2.1	-1&-2	114&105	5&11	-5&-3	-1.8&-0.1	-2&-2
CCN(CC)c1ccc(/C=C2\C(=O)NC(=S)N(C)C2=O)o1	53*	-78	4	-1.7	4	92	9	-19	-5.4	37*
COC(=O)C1=C(c2cc3ccccc3s2)C[C@@H]2CC[C@H]1N2C(=O)NC(C)C	-5	-17	26	-0.6	-3	101	3	-1	0.2	-3
COC(=O)C1=C(c2ccccc2OCc2ccccc2)C[C@@H]2CC[C@H]1N2C(=O)NCCOc1ccc(OC)cc1	-4	-23	3	-2.0	1	100	11	3	7.6	-1
N/C(=N/[N+](=O)[O-])N1CCN(C(=O)Oc2ccc([N+](=O)[O-])cc2)CC1	-2	-3	-4	-2.5	4	99	12	-5	-1.3	-2
CC(=O)OC1=CC[C@H]2[C@@H]3CC[C@H]4C[C@H](OC(C)=O)[C@@H](OC(C)=O)C[C@]4(C)[C@H]3CC[C@]12C	0	-5	23	3.2	3	101	-18	-4	3.3	-1
COc1ccc(CCC(C)NCCc2ccccc2)cc1 (stereo unspecified)	-5	1	-2	-0.8	1	101	5	2	0.5	-1
C[N+](C)(C)CC#CCN1CCCC1=O	-6	2	3	-1.3	-5	99	7	2	1.9	-3
COc1ccc(-c2nc3ccccc3c(=O)n2-c2nccs2)cc1	-3	-2	3	-2.8	-2	89	15	-1	-0.1	-4
CCNc1cc(N2CCN(C)CC2)ccc1[N+](=O)[O-]	-5	1	-1	-1.8	4	105	9	1	-1.6	-4
COC(=O)C(O)(c1ccc(NC(=O)Oc2ccccc2)cc1)C(F)(F)F (stereo unspecified)	-1	-3	5	-1.1	-3	96	7	-7	1.3	.
S=C1CN=C(c2ccccc2)c2cc(Cl)ccc2N1	0	-5	13	1.1	25*	.	-6	1	-1.9	-2
Cc1cccc(N2C(=O)NC(=O)/C(=C\c3cnn(-c4ccccc4)c3)C2=O)c1	-1	-4	-4	-3.0	4	89	15	-17	0.2	.
NC(=O)Cn1cc(C(=O)c2ccccc2F)c2ccccc21	-4	6	-3	-3.0	4	95	16	-7	1.8	-3
O=C(c1cc(-c2ccc(Cl)cc2)n(-c2ccc(Cl)cc2Cl)n1)N1CCOCC1	0	-2	2	-0.9	0	102	5	-3	0.8	.
COc1ccccc1-n1c(O)c(/C=C2\C=Nc3ccccc32)c(=O)[nH]c1=O	5	-3	-19	-3.0	-8	105	15	3	-2.4	-1
COC(=O)C1=C(c2cccc(C#N)c2)C[C@@H]2CC[C@H]1N2C(=O)NC1CC1	3	-13	-3	-1.0	-5	96	5	-2	2.0	-2
COc1cc(C2c3cc4c(cc3CC3COC(=O)C32)OCO4)cc(OC)c1O (stereo unspecified)	-4	4	-6	0.1	1	.	0	-2	-1.4	-20
O=c1[nH]c(=S)n(C2CC2)c(O)c1C=NCCN1CCOCC1	6	0	0	-1.0	-3	109	5	-2	-0.9	2
CCCC[n+]1cc(/N=C(\[O-])OC)on1	-2	6	31	-0.4	6	101	2	-5	-0.1	3
O=C(O)C(Cc1cnc[nH]1)NS(=O)(=O)c1ccc(Br)cc1 (stereo unspecified)	-5	-18	24	-2.5	-1	.	13	-1	-1.4	-1
CC(=O)C1=C(C)OC(N)=C(C(=O)OC(C)C)C12C(=O)Nc1ccccc12 (stereo unspecified)	-6	0	17	1.7	-2	96	-9	2	0.6	0
COc1ccc(C(Nc2ccccc2)P(=O)(Oc2ccccc2)Oc2ccccc2)cc1 (stereo unspecified)	-2	-17	-5	-1.4	1	109	7	-2	1.9	6
N=c1n(CCO)c2ccccc2n1Cc1ccccc1	-1	-2	21	-1.4	3	108	6	-3	-0.8	.
CC(=NCc1cccnc1)c1c(O)n(C2CCCCC2)c(=O)[nH]c1=O	-2	-5	7	-2.4	-2	102	13	5	0.5	-4
CCCCCc1nc2c(c(=O)c3ccccc3n2C)c(=O)n1C1CCCCCC1	3	-6	4	14	2	114	-74	-2	-1.0	-13
Cc1onc(-c2ccccc2)c1C(=O)N1CCC2(CC1)OCCO2	-1	-3	-2	-3.5	0	98	19	-7	0.3	.
CC(=O)c1cn(CC(=O)NCCc2c[nH]c3ccccc23)c2ccccc12	-7	1	1	0.8	1	123	-4	-6	-0.9	-1
O=C(Nc1ccc(Cl)cc1)Nc1nccs1	-8	-1	2	2.8	-3	.	-18	-1	-2.9	6
CN1CCN(c2cc([N+](=O)[O-])ccc2Cl)CC1	2	-15	-2	-5.9	-2	111	28	2	1.2	0
COC(=O)C1=C(N)Oc2c(c(=O)oc3ccccc23)[C@]12C(=O)N(C)c1ccccc12	-1	-5	-9	0.1	-3	.	0	-3	1.2	.
COc1ccc(CC2C(=O)NC(=O)NC2=O)c(OC)c1	6	3	0	-1.6	0	113	9	-3	-2.5	-4
CC[C@H]1CN2CCC1C[C@H]2[C@H](O)c1ccnc2ccc(OC)cc12 (stereo partly specified)	1	10	25	2.6	-3	102	-14	0	-1.6	0
COc1ccccc1OCC#CCN1CCCC1	4	-4	-13	-3.1	-4	105	15	7	1.0	-1

(listing goes on)
Molecule	RTF Ca sens act	Cardiac RTF inh	Arrestin-AP2 inh	OPRM1-OPRD1 ag	V-ATPase pH	Pemphigus Ab inh	OPRM1-OPRD1 inv	Keap1-Nrf2 PPI	LANA DNA inh	Wnt act
O=c1[nH]c(=S)n(-c2ccccc2F)c(O)c1C=NCCN1CCNCC1	2	0	-1	-2.4	-1	94	12	-7	-3.8	-3
O=c1[nH]sc2cc(F)ccc12	7	1	33	-3.6	-4	4.9*	17	0	0.5	-1
C[C@@H]1O[C@@H](O[C@@H]2C=C3CC[C@@H]4C(CC[C@]5(C)[C@@H](c6ccc(=O)oc6)CC[C@]45O)[C@@]3(C)CC2)[C@H](O)[C@H](O)[C@H]1O (stereo partly specified)	10	9	3	68*	1	105	-393	-5	-0.3	-19
CCOC(=O)CCCCCNC(=O)c1c(O)[nH]c(=O)[nH]c1=O	-4	-14	29	-2.4	-2	98	14	-1	-1.5	-2
C#CCNc1ccncc1S(=O)(=O)NC(=O)NC(C)C	4	-8	20	-0.1	-2	109	1	0	2.5	.
Cc1nn(Cc2ccccc2Cl)c(C)c1C(=O)OCC(=O)NC1CCS(=O)(=O)C1 (stereo unspecified)	3	3	2	-0.4	-1	98	2	-4	-0.7	-3
Cc1cc(OCC(=O)N2CCN(CC(=O)N3CCOCC3)CC2)c(C(C)C)cc1Cl	3	-1	-9	-4.0	-6	.	15	-1	0.1	-3
CN(C)CCN(C(=O)COc1ccc(Cl)cc1)c1nc2cc3c(cc2s1)OCO3	4	1	2	-0.3	2	106	1	0	1.0	1
CCN(CC)P(=O)(NC(=O)c1cccn1C)N(CC)CC	-4	2	21	-1.9	4	112	10	-4	0.0	4
O=C1NC(=O)C(=Cc2ccc(OCC(=O)N3CCOCC3)cc2)C(=O)N1	-3	-24	1	4.2	2	96	-26	-9	-1.8	-1
CN1C2CCC1C(COC(=O)c1ccccc1)C(O)C2 (stereo unspecified)	2	4	30	-4.7	1	.	22	1	0.8	-1
COC(=O)[C@@H](c1ccccc1)C1CCCCN1 (stereo partly specified)	3	-9	-2	0.8	1	92	-3	1	0.2	0
COC(=O)C1=C(c2ccc(OCc3ccccc3)cc2)C[C@@H]2CC[C@H]1N2C(=O)NCc1cccc(C(F)(F)F)c1	-6	-5	-3	-2.1	-5	107	12	-4	-2.0	-5
COC(=O)C1=C(c2ccc(OC)c(OC)c2)C[C@@H]2CC[C@H]1N2C(=O)N1CCCC1	3	-58	-3	-0.2	2	99	1	-5	0.2	-1
Cc1ncc(CNC(=O)N(CCCl)N=O)c(N)n1	-1	-1	-3	-0.9	2	102	5	0	-0.7	1
CCCCCn1c(=O)c(C(=O)NCc2ccc(Cl)cc2)c(O)c2ccccc21	6	-15	-8	-2.1	-2	115	11	0	-0.1	-1
